Source: PubChem BioAssay (National Center for Advancing Translational Sciences (NCATS))
HT1080NT lethal = qHTS for induction of synthetic lethality in tumor cells producing 2HG: qHTS for the HT-1080-NT fibrosarcoma cell line; HT-1080-NT fibrosarcoma viability, CellTiter-Glo ATP luminescence, 48 h; Potency, µM (highest dose often 46.1 µM), without a hit: at the top dose activity, negative = less viability, most hits filed as cytotoxic; 360,000 tested, 1.6% active;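 note: NT is the 2HG producing partner of a matched IDH1 knockdown line; potency is the fitted concentration of half-maximal effect; 0% = DMSO-treated cells and -100% = media-only wells without cells; nearly all actives have a fitted effect of over 55% in size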
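A 48-hour cytotoxicity screen used HT-1080-NT cells plated 2 hours before compound delivery. ATP-based CellTiter-Glo luminescence measured viability, normalized to DMSO and no-cell controls.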
HT1080 IDH1KD tx = qHTS for induction of synthetic lethality in tumor cells producing 2HG: qHTS for the HT-1080-IDH1KD cell line; Potency, µM (highest dose often 46.1 µM), without a hit: at the highest dose activity, negative = toxicity, actives largely listed as cytotoxic; HT-1080 IDH1 knockdown viability, ATP luminescence, 48 h; 360,000 tested, 2% active;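 note: potency is the fitted concentration of half-maximal effect; 0% = DMSO wells and -100% = cell-free medium wells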
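IDH1KD HT-1080 cells, 750/well, RPMI + 5% FBS; compound pinned after 2 h settling; 48 h, 37 °C; CellTiter-Glo luminescence; % activity normalised to DMSO and no-cell wells; curves fitted, classed by r2 and efficacy.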
SW480 rerep = A quantitative high throughput screen for small molecules that induce DNA re-replication in SW480 colon adenocarcinoma cells. AID 624297, 2012. SW480 DNA re-replication, Hoechst DNA content imaging, 48 h. Potency, µM (highest dose often 46.1 µM), for inactives: at the highest dose re-replication activation, hits mostly activators. 340,000 tested, 1.8% active; note: potency is the fitted concentration of half-maximal effect; % of control where 0% means no effect; nearly all actives have a fitted effect of over 55% in size
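Cells (250 per well) received 23 nL compound or DMSO by pin tool and were kept 48 hr at 37 C, 5% CO2. Nuclei were then stained with Hoechst for 40 min and scanned for DNA content.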
KB-3-1 cytotox = qHTS assay for MDR1-selective chemotherapeutics: Primary screen using the parental adenocarcinoma cell KB-3-1. KB-3-1 viability, CellTiter-Glo ATP luminescence, 72 h. Potency, µM (titrated, usually from 46.1 µM), for inactives: at the highest dose activity change, negative = cytotoxic, usual class: cytotoxic. 400,000 tested, 1.4% active. AID 1347075, 2019; note: potency is the fitted concentration of half-maximal effect; % is set by controls: 0 for no effect and ±100 for the full control effect; nearly all actives have a fitted effect of over 60% in size
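Cells are dispensed, compounds pinned in, plates held at 37 °C for 72 h, then CellTiter-Glo is added and luminescence read after 10 minutes. Cell line: parental KB-3-1 in phenol-red-free DMEM, 10% FBS.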
KB-V1 cytotox = qHTS assay for MDR1-selective chemotherapeutics: Primary screen using the drug-selected MDR subline cells KB-V1; KB-V1 MDR cells viability, CellTiter-Glo, 72 h; 400,000 tested, 3.4% active; Potency, µM (top dose mostly 46.1 µM), for inactives: top-dose activity change, negative = cytotoxicity, usual class: cytotoxic; AID 1347076, 2019; note: potency is the fitted concentration of half-maximal effect; % is set by controls: 0 for no effect and ±100 for the full control effect; nearly all actives have a fitted effect of over 60% in size
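KB-V1 cells (P-gp-expressing MDR subline of KB-3-1) in phenol-red-free DMEM with 10% FBS were exposed to library compounds over a concentration series for 72 h at 37 degrees C. Viability read by CellTiter-Glo luminescence; concentration-effect curves fitted after normalization.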
IL1B secr inh = qHTS for Inhibitors of Inflammasome Signaling: IL-1-beta AlphaLISA Primary Screen; 360,000 tested, 4.7% active; THP-1 LPS/ATP IL-1B secretion, AlphaLISA, 16 h; active compounds read low; activity change, % at 57.5 µM; in the data active = activity change below about -50%; inconclusive = mostly about -30% to -49%; note: % is set by controls: 0 for no effect and ±100 for the full control effect
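THP-1 cells pretreated 1 hr with compounds (up to 57.5 uM final), then stimulated with LPS (250 ng/mL final) plus ATP (1.25 mM final); secreted IL-1B measured by AlphaLISA after 16 hr, decreased signal indicating inhibition.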
MCF10A rerep = A quantitative high throughput screen for small molecules that induce DNA re-replication in MCF 10a normal breast cells; Potency, µM (titrated, usually from 46.1 µM), for inactives: at the highest dose activity, positive = re-replication, most hits filed as activators; 350,000 tested, 2.9% active; MCF 10A DNA re-replication, Hoechst nuclear intensity, 48 h; note: potency is the fitted concentration of half-maximal effect; % of control where 0% means no effect; nearly all actives have a fitted effect of over 50% in size
WRN helicase inh = qHTS for Inhibitors of WRN Helicase | Potency, µM (top dose mostly 114 µM), for inactives: at the top dose activity change, negative = inhibition, hits mostly inhibitors | 360,000 tested, 0.46% active | AID 651768, 2012 | WRN helicase unwinding, fluorescent forked duplex, kinetic | Bifunctional 3'-5' exonuclease/ATP-dependent helicase WRN (Homo sapiens), Q14191; note: potency is the fitted concentration of half-maximal effect; % is set by controls: 0 for no effect and ±100 for the full control effect; nearly all actives have a fitted effect of over 55% in size
Target sequence (Q14191 whole entry, looked up): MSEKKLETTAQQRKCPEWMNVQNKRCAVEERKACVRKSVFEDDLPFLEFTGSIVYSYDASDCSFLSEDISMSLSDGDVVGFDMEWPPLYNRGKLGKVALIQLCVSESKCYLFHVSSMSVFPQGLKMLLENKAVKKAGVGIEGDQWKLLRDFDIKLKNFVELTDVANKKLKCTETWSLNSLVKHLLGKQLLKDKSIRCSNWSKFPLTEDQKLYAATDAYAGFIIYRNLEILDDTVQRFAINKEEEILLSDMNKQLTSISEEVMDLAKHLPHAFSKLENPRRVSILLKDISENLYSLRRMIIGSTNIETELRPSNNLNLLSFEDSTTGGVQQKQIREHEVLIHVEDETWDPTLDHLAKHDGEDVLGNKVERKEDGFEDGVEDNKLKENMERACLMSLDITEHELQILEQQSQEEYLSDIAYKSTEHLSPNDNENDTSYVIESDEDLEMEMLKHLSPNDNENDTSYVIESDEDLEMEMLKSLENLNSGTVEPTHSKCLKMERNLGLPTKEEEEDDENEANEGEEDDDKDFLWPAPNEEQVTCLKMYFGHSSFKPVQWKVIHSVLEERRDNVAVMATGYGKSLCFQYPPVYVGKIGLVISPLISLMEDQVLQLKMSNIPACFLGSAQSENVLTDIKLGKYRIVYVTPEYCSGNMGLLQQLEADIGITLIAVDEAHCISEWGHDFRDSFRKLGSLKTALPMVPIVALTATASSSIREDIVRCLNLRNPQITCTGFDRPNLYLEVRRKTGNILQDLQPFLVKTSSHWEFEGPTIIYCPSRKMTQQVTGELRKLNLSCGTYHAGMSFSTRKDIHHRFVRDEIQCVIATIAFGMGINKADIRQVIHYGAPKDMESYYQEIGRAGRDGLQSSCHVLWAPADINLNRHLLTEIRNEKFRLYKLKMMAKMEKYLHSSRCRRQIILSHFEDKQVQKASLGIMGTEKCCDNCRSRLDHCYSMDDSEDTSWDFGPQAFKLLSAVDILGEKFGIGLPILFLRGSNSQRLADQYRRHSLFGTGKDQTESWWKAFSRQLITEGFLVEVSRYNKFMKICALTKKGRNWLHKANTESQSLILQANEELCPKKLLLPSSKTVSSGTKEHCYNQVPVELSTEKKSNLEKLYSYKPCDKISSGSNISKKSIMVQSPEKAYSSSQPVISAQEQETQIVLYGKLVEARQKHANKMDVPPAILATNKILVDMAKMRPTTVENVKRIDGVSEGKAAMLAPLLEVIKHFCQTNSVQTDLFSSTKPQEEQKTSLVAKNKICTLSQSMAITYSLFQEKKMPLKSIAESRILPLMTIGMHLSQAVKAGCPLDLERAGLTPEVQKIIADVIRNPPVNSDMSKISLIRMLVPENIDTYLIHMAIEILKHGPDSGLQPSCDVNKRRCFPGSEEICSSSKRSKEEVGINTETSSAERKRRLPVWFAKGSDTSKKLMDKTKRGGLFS
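Enzyme (20 nM final) and test compound sit together 15 min at room temperature before substrate addition. Substrate is a single-forked duplex oligonucleotide (100 nM) labelled with fluorophore and quencher, with 2 mM ATP; helicase unwinding raises red fluorescence, read kinetically.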
ATXN2 expr inh = Primary qHTS for Inhibitors of ATXN expression; HEK-293 ATXN2-luciferase reporter, luminescence, 24 h; Potency, µM (series often up to 57 µM), inactives show top-dose activity change, negative = inhibition, usual class: inhibitors; 360,000 tested, 0.72% active; AID 1745845, 2022; note: potency is the fitted concentration of half-maximal effect; % is set by controls: 0 for no effect and ±100 for the full control effect; nearly all actives have a fitted effect of over 55% in size
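qHTS (up to 57 uM final) was run with 24 h compound exposure of reporter cells at 37 °C. Each well was multiplexed: SteadyGlo luminescence measured ATXN2-luciferase expression after a fluorogenic Gly-Phe-AFC viability readout (25 uM final).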
An asterisk follows results filed as active; ? = inconclusive; . = not tested or not shown; & = joins results of further samples; [ ] = remark or other dose. Unless noted, calls come from the whole dose curve; as a rule, active = well fitted curve in the direction sought with a large enough effect; inconclusive = small, poorly fitted or top-dose-only effect, or another doubt; inactive = no such curve, though single readings can be large; an effect the other way counts as inactive or inconclusive.

structure	KB-V1 cytotox	SW480 rerep	IL1B secr inh	WRN helicase inh	HT1080 IDH1KD tx	KB-3-1 cytotox	ATXN2 expr inh	HT1080NT lethal	MCF10A rerep
Cc1ccc(S(=O)(=O)NCC(=O)N(CC2CCCO2)C(C(=O)NCC2CCCO2)C(C)C)cc1 (stereo not given)	1%	-4%	6	1%	17%	11%	5%	16%	-1%
COc1ccc2[nH]c(=O)c(CN(C(=O)c3ccncc3)C(C)C)cc2c1	7%	-2%[9.22 µM]	-13	1%	1%	2%	-10%	3%	-1%
COc1ccc(/C=N/NC(=O)CC(=O)NCc2cccnc2)cc1	11%	22%[9.22 µM]	15	3%	13%	-2%	16%	14%	0%
CC(=O)N1CCCc2cc(S(=O)(=O)CCC(=O)N3CCN(c4cccc(C)c4)C(C)C3)ccc21 (stereo not given)	?	-8%	4	-6%	1%	0%	-17%	-4%	8%
CCCn1c(N)c(C(=O)COc2ccc(Br)cc2F)c(=O)n(C)c1=O	-11%	43%	10	2%	-8%	-4%	-37%	-10%	?
CCOC(=O)C(=CNc1nc(-c2ccccc2)c(C(=O)Nc2ccc(-c3ccccc3)cc2)s1)C(=O)OCC	0%	3.7µM*	57	0%	24%	7%	11%	14%	9.2µM*
O=C(NNC1CCN(Cc2ccccc2)CC1)c1ccccc1	2%	-2%	3	-9%	9%	?	1%	6%	1%
COc1ccc(NC(=O)c2ccco2)cc1NC(=O)c1ccc(C#N)cc1F	-15%&-18%	12%	53	-14%	?	16%&-1%	-15%&10%	-25%	?
CC(=O)c1ccc(NC(=O)CCNS(=O)(=O)c2cc(Br)cnc2N)cc1	6%	-2%	28	-5%	6%	-1%	5%	14%	18%
COc1ccc(-c2cn(Cc3ccc4c(c3)C(=O)c3ccccc3C4=O)nn2)cc1	?	-1%	-7	-3%	11%	13%&8%	5%	-1%	19%
Cc1ccc(S(=O)(=O)CCC(=O)N2CCc3ccccc32)cc1	21µM*	-20%	9	6%	0%	23%	2%	1%	-15%
CNc1ccc(/C=C\CCCO)cn1	-4%	.	21	1%[57.1 µM]	19%	3%	11%	12%	.
COc1cc2c(cc1OC)C(C1C(=O)CC(C)(C)CC1=O)N(C(=O)CCl)CC2 (stereo not given)	-3%	-7%	163	?	-23%	-27%	.	-4%	4%
C/C(=N\NC(=O)c1ccc(N(C)C)cc1)c1cccnc1	17%	-24%	-5	3%	4%	-5%	29%	13%	3%
O=C(CCNC(=O)c1ccc(Br)cc1)NCc1ccco1	-16%	?	2	-15%	-1%	-1%	24%	-1%	-1%
CC(NC(=O)CSc1nc2c(cc1C#N)CN(C)CC2)c1ccccc1 (stereo not given)	14%	-3%	-15	-13%	4%	-1%	10%	10%	6%
COC(=O)c1ccc(-c2ncc[nH]2)cc1	5%	?	-12	-1%	-8%	-15%	.	-6%	0%
C[C@H](CO)N1C[C@H](C)[C@H](CN(C)C(=O)CCC(F)(F)F)OCc2cnnn2CCCC1=O	4%	.	-4	1%	-1%	10%	-5%	4%	.
Cc1nc(N2CCCCC2)[nH]c(=O)c1CN(C)N=O	5%	.	?	-7%	2%	-17%	.	-2%	.
CCN(CC)Cc1cc(CC(C(N)=O)C(N)=O)ccc1OC	9%	3%	11	8%	14%	9%	-2%	7%	3%
CN(C)S(=O)(=O)c1cccc(-c2nn(-c3ccccc3)cc2/C=C2\SC(=S)NC2=O)c1	?	-2%	-5	50µM*	10µM*	?	-4%	?	?
COc1c(O)cccc1-c1nnn(CCC(=O)OCC(=O)c2ccccc2)n1	19%	-6%	14	-4%	1%	0%	-4%	5%	-4%
O=C(NCc1ccco1)c1ccc(CS(=O)c2ccccc2Cl)o1 (stereo not given)	-23%	.	-13	3%	8%	2%	.	9%	.
COc1cccc(C(=O)NCCS(=O)(=O)N2CC(C)CC(C)C2)c1 (stereo not given)	?	-5%	0	2%	4%	2%	-13%	10%	-4%
CCCn1nnnc1NCc1c(F)cccc1Cl	0%	-95%[inhibitor]	2	3%	-1%	-6%	.	-2%	-16%
CC(=O)c1ccc(N(CC(=O)NC2CCCC2)C(=O)CCC(=O)Nc2cc(C)on2)cc1	23%	-12%	15	5%	-1%	0%	8%	1%	-28%
Cc1nonc1OC(C)CNCCNc1ccc([N+](=O)[O-])cc1 (stereo not given)	?	-13%	.	2%	6%	1%	-19%	-6%	-56%[inhibitor]
CC(C)=CCN1CCN(Cc2cc3ccccc3[nH]2)CC1CCO (stereo not given)	-14%	-1%	19	-2%	-17%	-6%	.	-6%	6%
COc1ccccc1NS(=O)(=O)c1ccc(N2CCOCC2)c(NC(=O)c2ccco2)c1	?	-12%	2	-9%	-2%	-12%	-14%	0%	-2%
COc1cccc(NC(=S)N2c3ccccc3CC2C)c1 (stereo not given)	0%	-5%	12	-6%	0%	18%	24%	-13%	1%

Next structures follow.
structure	KB-V1 cytotox	SW480 rerep	IL1B secr inh	WRN helicase inh	HT1080 IDH1KD tx	KB-3-1 cytotox	ATXN2 expr inh	HT1080NT lethal	MCF10A rerep
CCOc1ccccc1N1CCN(C(=O)c2c(-c3c(F)cccc3Cl)noc2C)CC1	-27%	6%	-1	-6%	0%	0%	3%	-3%	?
CC(C)(C)NC(=O)CN(Cc1cccs1)C(=O)CN1C(=O)C(=O)c2ccccc21	-1%	?	-15	6%	0%	6%	-21%	1%	2.1µM*
O=C(CCN1CCc2ccccc2C1)Nc1ccc(F)cc1	-15%	0%	6	-6%	-11%	-1%	-8%	-1%	12%
Cc1ccccc1N1CCN(C2CCCN(C(=O)CSc3ccccn3)C2)CC1 (stereo not given)	?	.	8	2%	1%	8%	.	4%	.
C/C=C1\NC(=O)[C@H](C)NC(=O)[C@@H](NC(=O)[C@@H](Cc2ccc(O)cc2)NC(=O)[C@@H](NC(=O)/C(C)=C/C)C(C)C)[C@@H](C)OC(=O)[C@H](CCCCc2ccc(O)cc2)NC(=O)[C@@H](CCC(=O)OC)NC1=O	0%	.	25	1%	18%	0%	4%	27%	.
O=C(NC(=S)Nc1ccccc1CO)C1CCCCC1	12%	-3%	27	5%	-3%	19%	11%	2%	-17%
Cc1nc(N2CCOCC2)c(C#N)c2c1COC(C)(C)C2	-2%	2%	15	2%	1%	2%	3%	12%	-5%
COc1ccc(C2=Nc3ccccc3N(C(=O)c3ccc(C)cc3)C2C(=O)NCc2ccccc2)cc1 (stereo not given)	?	.	20	4%	7%	-22%	.	1%	.
Cc1ccccc1Nc1nc(=O)c2cc([N+](=O)[O-])ccc2s1	-28%	1%	-14	-4%	10%	16%	2%	9%	-1%
Cc1ccn2c(NCc3ccc4c(c3)OCO4)c(-c3ccc(O)cc3)nc2c1	-19%	3%	13	-1%	-6%	-11%	-8%	10%	4%
COc1ccc(CNC(=O)c2c(F)c(F)c(F)c(F)c2F)cc1	-5%	4%	?	4%	7%	-6%	4%	-1%	17%
Cc1ccc(P(C)(=O)c2ccc(C)cc2)cc1	2%	-2%	6	-7%	19%	5%	12%	9%	4%
CC(C)NC(=S)NC(=O)/C=C/c1cccc2ccccc12	-23%	-79%	-1	3%	-25%	-5%	-17%	-18%	?
CC(=O)Nc1cc(C(=O)N2CCOCC2)ccc1S(=O)(=O)c1ccc(C)cc1	1%	4%[9.22 µM]	7	8%	2%	6%	-7%	0%	0%
CCn1c(SCC(=O)N2CCCCC2C)nc2c1c(=O)n(C)c(=O)n2C (stereo not given)	?	-2%	43	2%	-6%	1%	-13%	-2%	23%
COc1ccc(-c2nc(C#N)c(N3CCC(C(N)=O)CC3)o2)cc1OC	4%	-4%	-8	0%	-2%	-2%	.	-4%	-1%
O=C(N/N=C/c1ccc(Cl)c([N+](=O)[O-])c1)c1cc(-c2ccccc2)nc2ccccc12	22%	-10%	61	-2%	9%	2%	.	-1%	12µM*
Cc1ccc(-c2csc(C(O)(c3ccccc3)C(F)(F)F)n2)cc1C (stereo not given)	23%	.	0	-9%	?	0%	-24%	26µM*	.
COc1ccc(OC)c(NC(=O)c2sc3nc(Cc4ccccc4)cc(C(F)(F)F)c3c2N)c1	3%	0%	-9	7%	0%	-2%	-11%	14%	?
